RGS12 GoLoco inh – blocks human Gai1 binding to RGS12 GoLoco peptide, red readout; P63096; Gai1:RGS12 GoLoco peptide FP, rhodamine, 10 min; Potency, µM (top dose mostly 61.6 µM), for the others: at the top dose activity, negative = inhibition, usual class: inhibitors; 230,000 compounds, 0.44% hits; active = well fitted inhibition curve with a large enough effect, not every such curve was filed as active; inactive = no such curve, though single readings can be large or run the other way; also: nearly all actives have a fitted effect of over 30% in size; many of its hits are not listed in these tables
Target sequence (P63096 whole entry, looked up): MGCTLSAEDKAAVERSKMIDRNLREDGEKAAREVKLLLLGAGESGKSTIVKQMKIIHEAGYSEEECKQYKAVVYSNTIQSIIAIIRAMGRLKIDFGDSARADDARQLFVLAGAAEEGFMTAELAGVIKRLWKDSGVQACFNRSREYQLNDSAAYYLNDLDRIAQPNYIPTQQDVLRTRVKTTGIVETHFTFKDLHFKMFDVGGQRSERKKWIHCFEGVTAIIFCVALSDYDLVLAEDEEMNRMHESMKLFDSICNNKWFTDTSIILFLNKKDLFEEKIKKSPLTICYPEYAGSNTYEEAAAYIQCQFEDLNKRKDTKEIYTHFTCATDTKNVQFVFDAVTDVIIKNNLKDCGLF
L3MBTL1 block – L3MBTL1 (human) inhibition; AlphaScreen L3MBTL1–H3K9me1 peptide binding; AID 485360; Potency, µM (top dose mostly 57.1 µM), for the others: top-dose activity, negative = inhibition, usual class: inhibitors; Q9Y468; 230,000 compounds, 0.66% hits; also: nearly all actives have a fitted effect of over 60% in size
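Displacement of a biotinylated histone H3(1-15) peptide monomethylated at Lys9 (75 nM) from L3MBTL1 (50 nM) was measured by AlphaScreen after a 30 min room-temperature compound incubation; cefsulodin titration served as intraplate control.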
GAA inh – alpha-glucosidase (human) inhibition; 200,000 compounds, 0.005% hits; P10253; purified human GAA, 4-MU-alpha-glucoside fluorescence; Potency, µM (doses to about 76.9 µM), without a hit: top-dose activity change, negative = inhibition, most hits filed as inhibitors;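 also: plate controls were uninhibited enzyme wells for no effect and no-enzyme background for full effect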
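Fluorogenic assay: 4 nM human alpha-glucosidase with 400 uM 4-methylumbelliferyl-alpha-D-pyranoside in 50 mM citrate/phosphate, 0.005% Tween-20, pH 5.0, 20 min at room temperature. Compounds tested up to 77 uM; AC50 from Hill fits.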
TRb SRC2 PPI – inhibitors of human thyroid hormone receptor beta-SRC2 interaction. P10828. TRbeta-SRC2 peptide binding, fluorescence polarization; receptor liganded with 1 µM T3. Potency, µM (top dose mostly 106 µM), inactives show at the top dose activity change, negative = inhibition, hits mostly inhibitors. 280,000 compounds, 0.065% hits. AID 1469;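 also: plate controls were bound peptide for no effect and peptide without receptor for full effect; nearly all actives have a fitted effect of over 50% in size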
Target sequence (P10828 whole entry, looked up): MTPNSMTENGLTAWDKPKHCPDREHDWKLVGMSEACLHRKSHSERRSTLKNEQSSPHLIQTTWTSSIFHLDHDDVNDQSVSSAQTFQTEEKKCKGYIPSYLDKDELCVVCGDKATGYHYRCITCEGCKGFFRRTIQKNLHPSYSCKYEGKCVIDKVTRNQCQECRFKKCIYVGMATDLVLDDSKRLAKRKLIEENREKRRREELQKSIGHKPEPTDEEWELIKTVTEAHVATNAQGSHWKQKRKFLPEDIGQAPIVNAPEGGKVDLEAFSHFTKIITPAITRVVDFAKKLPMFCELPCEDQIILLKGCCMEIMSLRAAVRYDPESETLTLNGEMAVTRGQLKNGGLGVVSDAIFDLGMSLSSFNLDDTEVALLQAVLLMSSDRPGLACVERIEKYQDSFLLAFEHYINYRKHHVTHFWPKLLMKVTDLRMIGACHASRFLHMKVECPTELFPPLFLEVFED
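Human TRb LBD (0.6 uM) plus Texas Red-labeled SRC2 peptide (20 nM), 1uM T3, 5% DMSO, 5 hr at ambient temperature. Decreased polarization (555/632 nm) flags inhibition; data normalized to free and bound peptide controls.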
GAA glycogen – alters human alpha-glucosidase cleavage of glycogen | P10253 | recombinant GAA, glycogen substrate, Amplex Red glucose oxidase fluorescence | Potency, µM (highest dose often 76.4 µM), for inactives: at the highest dose activity change, negative = inhibition, usual class: inhibitors | 300,000 compounds, 0.38% hits;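 also: 0% = full enzyme reaction and -100% = no-enzyme basal signal; the screen sought inhibitors and activators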
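Recombinant human enzyme (4 nM); glycogen substrate; 37 C, 40 min, pH 5.0. Readout: coupled glucose oxidase/Amplex Red fluorescence.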
GAA spleen mod – inhibits or activates alpha-glucosidase in human spleen homogenate. P10253. human spleen homogenate, 4-MU-alpha-glucoside fluorescence. Potency, µM (titrated, usually from 79.9 µM), inactives show at the highest dose activity change, negative = inhibition, actives largely listed as inhibitors. 240,000 compounds, 0.006% hits;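 also: 0% = enzyme with vehicle and -100% = no enzyme basal signal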
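Human spleen homogenate (1 ug) with 4-methylumbelliferyl-alpha-D-glucopyranoside (1 mM final) in 50 mM citrate/phosphate pH 5.0, 0.01% Tween-20; 40 min at 37 C. Stopped at pH 10; 4-MU fluorescence Ex 365/Em 440 nm; AC50 by Hill fit.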
RECQ1 inh – inhibitors of human RECQ1 DNA helicase | P46063 | RECQ1 DNA unwinding, red fluorescence kinetic read | Potency, µM (series often up to 57.3 µM), for inactives: top-dose activity, negative = inhibition, actives largely listed as inhibitors | 240,000 compounds, 0.54% hits;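 also: plate controls were vehicle for no effect and no enzyme for full effect; nearly all actives have a fitted effect of over 30% in size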
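50 nM RECQ1T1 preincubated 15 min with compound in Tris pH 8.0 buffer with MgCl2, DTT, Tween-20 and 2.5 ug/ml poly(dI-dC); started with 200 nM TAMRA/BHQ-2 forked duplex and 2 mM ATP. Unwinding read as fluorescence (525/598 nm), two reads 2 h apart.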
TexasRed fluor – counter-screen for TRb-SRC2 inhibitors: fluorescence interference | Potency, µM (highest dose often 106 µM), for inactives: top-dose fluorescence change, negative = quenching | 280,000 compounds, 0.29% hits | TRb/SRC2 Texas Red total fluorescence interference; active = well fitted curve in either direction with a large enough effect; inconclusive = small, poorly fitted or top-dose-only effect
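Human TRb ligand-binding domain at 0.6 uM with 20 nM Texas Red SRC2 peptide in Tris buffer containing 1 uM T3 and 5% DMSO, incubated with compound 5 h at ambient temperature. Total fluorescence (555/632 nm) calculated as parallel + 2 × perpendicular.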
Numbers without * were called inactive; i = inactive; ? = inconclusive; · = no result given; [ ] = remark or other dose. Unless noted, calls follow the shape of the dose curve; as a rule, active = well fitted curve in the direction sought with a large enough effect; inconclusive = small, poorly fitted or top-dose-only effect, or another doubt; inactive = no such curve, though single readings can be large; an effect the other way counts as inactive or inconclusive. Unless noted, % is scaled to controls: 0 for no effect and ±100 for the full control effect; potency is read from the fitted curve at half-maximal effect. An excerpt; rates above refer to the full screens.

molecule,RGS12 GoLoco inh,L3MBTL1 block,GAA inh,TRb SRC2 PPI,GAA glycogen,GAA spleen mod,RECQ1 inh,TexasRed fluor
CCS(=O)(=O)c1ccc2oc(SCC(=O)Nc3ccc(OC)c(OC)c3)nc2c1,5%,·,-6%,-8%,-8%,-2%,0%,-2%
CCC(C)n1c(SCC(=O)NCc2ccco2)nnc1-c1cccc(S(=O)(=O)N2CCOCC2)c1 (centres undefined),0%,·,-2%,3%,3%,-1%,-16%,-3%
CCOc1cccc(SCc2noc(C(=O)NCCOC)c2C(=O)O)c1,-11%,-5%,-14%,7%,2%,3%,-3%,1%
Nn1cc(-c2ccccc2)nc1SCC(=O)NCC1CCCO1 (centres undefined),12%,14%,5%,-12%,-2%,-20%,-1%,0%
CCC(=O)N1CCN(c2cc(N3CCN(C)CC3)c(F)cc2[N+](=O)[O-])CC1,8%,-11%,?,1%,6%,-11%,-5%,-7%
CCOc1ccc(NC(=O)CN2CCC(NC(=O)C3CCCCC3)CC2)cc1,1%,2%,-13%,7%,8%,0%,1%,-15%
CC[C@H](C)[C@H](NC(=O)[C@H](Cc1ccc(O)cc1)NC(=O)[C@@H](N)C(C)C)C(=O)N[C@@H](Cc1cnc[nH]1)C(=O)N1CCC[C@H]1C(=O)N[C@@H](Cc1ccccc1)C(=O)O,4%,-2%,3%[15.4 µM],5%,3%,1%,-14%,-7%
CCOC(=O)c1cnc(SCC(=O)OC)nc1N,12%,23%,6%,0%[53 µM],2%,-1%,i,-3%[53 µM]
C1=CC2c3ccccc3NC(c3ccncc3)C2C1 (centres undefined),14%,?,-4%,-26%,0%,-13%,-23%,-14%
CC(=O)NCCc1ccc(O)cc1,-5%,·,·,5%,12%,4%,i,-4%

The final 2 entries of the section above lead into the next.
molecule,RGS12 GoLoco inh,L3MBTL1 block,GAA inh,TRb SRC2 PPI,GAA glycogen,GAA spleen mod,RECQ1 inh,TexasRed fluor
C1=CC2c3ccccc3NC(c3ccncc3)C2C1 (centres undefined),14%,?,-4%,-26%,0%,-13%,-23%,-14%
CC(=O)NCCc1ccc(O)cc1,-5%,·,·,5%,12%,4%,i,-4%
O=C(Nc1ccccc1Cl)c1ccc2nsnc2c1,11%,8%,4%,-2%[53 µM],13%,-2%,11%,0%[53 µM]
C/C(=N\NC(=O)c1c(Cl)cnn1C)c1cccc(NC(=O)COc2ccccc2)c1,-9%,1%,5%,-22%,4%,-2%,-11%,0%
CCc1nc(SCC(=O)NNC(=O)c2ccc(OC)cc2)c2ccccc2n1,9%,7%,?,3%,-8%,-1%,9%,-4%
O=C(Nc1ccncc1)Nc1ccc(F)c(Cl)c1,2%,0%,-4%,-3%,19%,0%,-9%,-1%
Cc1ccc(-c2nn(-c3ccccc3)cc2NC(=O)CCl)cc1,-23%,21%,-11%,-4%,10%,-1%,-2%,-7%
CCN(CC)CCCC(C)n1c(-c2ccccc2)nc2c(N3CCOCC3)nc(C)nc21 (centres undefined),-8%,·,·,-1%,·,3%,-2%,4%
Cc1ccc(OC(=O)CCC(=O)Nc2ccc(S(=O)(=O)Nc3cc(C)on3)cc2)cc1,4%,5%,-1%,-4%,-1%,-3%,i,2%
O=C(CN1C(=O)CCC1=O)Nc1ccc2c3c(cccc13)CC2,2%,1%,3%,3%,0%,2%,-2%,-2%
COc1ccc([N+](=O)[O-])cc1NC(=O)c1ccccc1N(C)S(C)(=O)=O,2%,·,2%,9%,-3%,-1%,-5%,-5%
Cc1cc(C)c(C)c(S(=O)(=O)NC(C(=O)O)C(C)C)c1C (centres undefined),2%,7%,2%,3%,5%,-4%,i,-2%

(next part)
molecule,RGS12 GoLoco inh,L3MBTL1 block,GAA inh,TRb SRC2 PPI,GAA glycogen,GAA spleen mod,RECQ1 inh,TexasRed fluor
COc1ccnc(Oc2ccc(F)cc2)c1C(=O)N/C=N/OCc1c(Cl)cccc1Cl,-1%,-1%,-1%,-15%,-3%,-19%,-1%,-1%
CCCCn1c(NC(=O)c2ccccc2)nc2ccccc21,-7%,2%,-2%,2%,9%,-10%,-4%,-4%
COc1ccc([C@@H]2C[C@H](c3ccccc3)Oc3cc(C)cc(C)c32)cc1,4%,·,·,5%,-4%,12%,20%,-1%
O=C(NNc1ccc(Cl)cc1)c1c(F)cccc1Cl,3%,1%,-4%,-8%,?,2%,4%,-2%
COc1ccc(N2CCN(C(=O)CSc3nnc(-c4ccco4)n3C)CC2)cc1,2%,11%,-2%,6%,8%,7%,-11%,0%
O=C1CSC(=S)N1Cc1cccnc1,281%[activator],·,1%,?,?,-5%,25µM*,?
O=[N+]([O-])c1ccc(Oc2cccnc2)nc1,3%,5%,2%[15.4 µM],2%,4%,3%,i,-1%
CCOC(=O)c1nn(-c2ccc(C)c(C)c2)cc1O,12%,·,-1%,-6%,7%,5%,16%,-1%
C(=N\N(Cc1ccccc1)c1ccccc1)/c1ccco1,10%,-11%,-2%,-5%,4%,-2%,-6%,-6%
CC(C)=C1C2CCC1C(C(=O)NCc1ccccc1)C2C(=O)O (centres undefined),3%,3%,-6%,0%,6%,1%,i,-1%

Later entries.
molecule,RGS12 GoLoco inh,L3MBTL1 block,GAA inh,TRb SRC2 PPI,GAA glycogen,GAA spleen mod,RECQ1 inh,TexasRed fluor
COCCCNC(=O)Cn1c(=O)n(CC(=O)NCCc2ccc(OC)c(OC)c2)c(=O)c2sccc21,4%,16%,-2%,0%,-2%,-1%,-10%,-9%
CCN(Cc1ccccc1)c1ccc(/C=C(\C#N)c2ccccn2)cc1,·,65%[activator],-2%,-2%,-8%,-4%,-5%,0%
COc1ccc(-c2nc(C#N)c(NCCCN3CCOCC3)o2)cc1,-8%,-10%,5%,-2%,?,10%,-4%,-3%
COCCn1c(-c2ccc(Cl)cc2)cnc1SCC(=O)NCc1cccs1,7%,-10%,-4%,-12%,-4%,4%,-8%,-3%
Cc1cc(NC(=O)C(=O)NCCN2CCN(S(C)(=O)=O)CC2)ccc1Br,6%,-5%,12%,-5%,-3%,2%,7%,-2%
COc1cc2oc(=O)cc(-c3ccc(-c4ccc(C(F)(F)F)cc4)cc3)c2c(OC)c1OC,1%,7%,·,7%,·,-7%,i,-13%
CCOC(=O)C1=C(N)OC(CCl)=C(C#N)C1c1ccsc1 (centres undefined),6%,3%,-4%,-7%,12%,-11%,-17%,1%
Cc1ccc(-n2c(SCC(=O)Nc3cc(S(=O)(=O)N4CCOCC4)ccc3Cl)nc3ccccc3c2=O)cc1,-6%,2%,-2%,1%,-10%,0%,-1%,1%
c1ccc(-c2nc(-n3ccnc3)nc(-n3ccnc3)n2)cc1,3%,0%,-4%,-3%,-3%,-2%,-7%,-4%
CSc1ccc(CN(C)C(C)C(=O)Nc2ccc(F)c(F)c2F)cc1 (centres undefined),6%,20%,2%,2%,-7%,-2%,-6%,0%

A different layout for some results above.
Every second line gives: RGS12 GoLoco inh | L3MBTL1 block | GAA inh | TRb SRC2 PPI | GAA glycogen | GAA spleen mod | RECQ1 inh | TexasRed fluor
CCS(=O)(=O)c1ccc2oc(SCC(=O)Nc3ccc(OC)c(OC)c3)nc2c1
→ 5% | · | -6% | -8% | -8% | -2% | 0% | -2%
CCC(C)n1c(SCC(=O)NCc2ccco2)nnc1-c1cccc(S(=O)(=O)N2CCOCC2)c1 (centres undefined)
→ 0% | · | -2% | 3% | 3% | -1% | -16% | -3%
CCOc1cccc(SCc2noc(C(=O)NCCOC)c2C(=O)O)c1
→ -11% | -5% | -14% | 7% | 2% | 3% | -3% | 1%
Nn1cc(-c2ccccc2)nc1SCC(=O)NCC1CCCO1 (centres undefined)
→ 12% | 14% | 5% | -12% | -2% | -20% | -1% | 0%
CCC(=O)N1CCN(c2cc(N3CCN(C)CC3)c(F)cc2[N+](=O)[O-])CC1
→ 8% | -11% | ? | 1% | 6% | -11% | -5% | -7%

The list goes on:
molecule,RGS12 GoLoco inh,L3MBTL1 block,GAA inh,TRb SRC2 PPI,GAA glycogen,GAA spleen mod,RECQ1 inh,TexasRed fluor
CC(C)(C)C1=C(C#N)C(c2ccncc2)C(C#N)=C(N)O1 (centres undefined),-11%,15%,6%,3%,4%,1%,4%,-2%
COc1cccc(-c2nn(C)c3sc(C(=O)N4CCN(c5ccccn5)CC4)cc23)c1,1%,·,-4%,-3%,-1%,-19%,-15%,0%
CC1(C)Cc2c(ccc3ccccc23)/C(=C/C#N)N1,·,-7%,2%,-1%,2%,-5%,i,-4%
Cc1ccsc1CNn1cnnc1SCc1ccc(Cl)cc1,1%,7%,2%,-4%,1%,-3%,-10%,-3%
CCc1ccc(Nc2nnc(SCC(=O)Nc3cccc(S(=O)(=O)NC4=NCCCCC4)c3)s2)cc1,-3%,-10%,-9%,-5%[53 µM],-10%,6%,1%,0%[53 µM]
CCOc1ccc(Nc2nc(Cc3nnc(SCC(=O)NCC4CCCO4)n3C)cs2)cc1 (centres undefined),-10%,-4%,-3%,-5%,11µM*,-8%,-14%,-3%
